Assay outcomes from PubChem.
TDP2 inh: TDP2 (human) inhibition, absorbance primary screen | recombinant TDP2, T5PNP hydrolysis, p-nitrophenol absorbance 415 nm | 370,000 tested, 0.34% active | O95551 | inhibition, % at 12.8 µM;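 active = inhibition above the mean of all tested compounds plus 3 SD, set per campaign, cut at about 25% in these data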;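 note: 0% = DMSO with enzyme and 100% = buffer with substrate but no TDP2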
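Material: recombinant human TDP2; quantity: TDP2 enzyme at 120 nM final; medium: Tris-HCl pH 7.5 with MgCl2; compound: single concentration, 12.8 µM nominal, with 1% DMSO; incubation: 2 h enzyme incubation at 37 °C; signal: epi absorbance; measure: percent inhibition; benchmarks: high control without enzyme, low control DMSO plus TDP2; repeats: singlicate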
LEDGF integ inh: blocks HIV-1 LEDGF/p75-dependent DNA integration | 370,000 tested, 0.64% active | inhibition, % at 3.7 µM | AID 743269 | TR-FRET IN-LEDGF/p75 DNA integration, Eu/Cy5;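 active = inhibition above the screen-wide mean plus 3 SD, cut at about 13% in these data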;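 note: signal is the Cy5 over europium emission ratio at 671 and 618 nm; 0% = plate median of compound wells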
SIAE primary: human SIAE inhibition, primary screen; AID 1053197; inhibition, % at 9.66 µM; SIAE FP-Rh probe binding, fluorescence polarization; Q9HAT2; 370,000 tested, 0.69% active;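 active = inhibition above a cutoff: mean of compounds within the control limits plus 3 SD of those, cut at about 17% in these data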;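 note: 0% = plate median of compound wells and 100% = probe without SIAE protein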
ABHD4 inh: inhibitors of mouse ABHD4; Q8VD66; purified mABHD4, FP-Rh probe fluorescence polarization; inhibition, % at 8.92 µM; 370,000 tested, 0.54% active; AID 720543;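 active = inhibition exceeding the mean over every tested compound plus 3 SD, cut at about 30% in these data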;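 note: 0% = plate median of compound wells and 100% = S159A mutant with DMSO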
Target sequence (Q8VD66 whole entry, looked up): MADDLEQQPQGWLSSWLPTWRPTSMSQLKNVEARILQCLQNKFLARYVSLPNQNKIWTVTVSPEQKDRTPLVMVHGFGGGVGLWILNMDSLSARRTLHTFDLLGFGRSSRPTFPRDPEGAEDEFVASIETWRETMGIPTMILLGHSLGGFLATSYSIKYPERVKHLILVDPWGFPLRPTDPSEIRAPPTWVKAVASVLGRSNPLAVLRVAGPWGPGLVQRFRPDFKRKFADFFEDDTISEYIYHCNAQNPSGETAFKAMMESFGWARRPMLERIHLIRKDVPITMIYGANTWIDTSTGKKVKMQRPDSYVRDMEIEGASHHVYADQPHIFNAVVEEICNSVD
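Assay system: mouse ABHD4 enzyme, wild type / Also added: fluorescent activity-based probe FP-Rh / Doses: single nominal dose of 8.92 µM, 0.89% DMSO final / Timing: 45 min compound pre-incubation plus 60 min probe step, 25 °C / Signal: FP readout, ex 525 nm / em 598 nm / Control set: S159A mutant/DMSO as 100%, compound-well median as 0%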
TCR-CD3 inh: inhibitors of human TCR-CD3 interaction; inhibition, % at 9.4 µM; TAMRA-labeled TCR probe fluorescence, biochemical; 360,000 tested, 0.37% active; in the data active = inhibition above about 19%;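 note: recombinant mutant TCR 2C K166C tagged with TAMRA read by polarization; 0% = receptor in buffer alone and 100% = receptor with positive control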
UHRF1 binding: human UHRF1 methylated DNA binding inhibitors; Q96T88; UHRF1 binding to methylated oligo, TR-FRET; inhibition, % at 4.4 µM; 370,000 tested, 0.75% active; AID 687016; in the data active = inhibition above about 21%;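 note: UHRF1 SRA domain binding a hemimethylated CpG hairpin DNA probe; 0% = median of test compound wells and 100% = reference inhibitor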
PRMT1 FP inh: blocks human protein arginine methyltransferase 1; recombinant PRMT1, activity-based probe fluorescence polarization; AID 652257; inhibition, % at 2.79 µM; 370,000 tested, 1.3% active;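 active = inhibition above about 21% made by adding two undisclosed values, limit read from the data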
HTRA1 inh: blocks human HTRA1 serine peptidase; Q92743; recombinant HTRA1, FP-rhodamine activity-based probe, fluorescence polarization; inhibition, % at 5.96 µM; 340,000 tested, 0.5% active; AID 504803; in the data active = inhibition above about 36%;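 note: 0% = enzyme with DMSO and 100% = wells lacking enzyme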
DDE Tn7 FP inh: DD(E)-Tn7 binding inhibition, primary FP screen; FP displacement of FITC-Tn7 peptide from fibrin DD(E); 0% = median of compound wells per plate; inhibition, % at 8.3 µM; AID 720508; P02675; 370,000 tested, 0.13% active;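 active = inhibition above the mean of compounds falling within the control limits plus 3 SD of them, cut at about 14% in these data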;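 note: 0% = plate median of compound wells and 100% = 10 µM Aha-Tn7 peptide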
Target sequence (P02675 whole entry, looked up): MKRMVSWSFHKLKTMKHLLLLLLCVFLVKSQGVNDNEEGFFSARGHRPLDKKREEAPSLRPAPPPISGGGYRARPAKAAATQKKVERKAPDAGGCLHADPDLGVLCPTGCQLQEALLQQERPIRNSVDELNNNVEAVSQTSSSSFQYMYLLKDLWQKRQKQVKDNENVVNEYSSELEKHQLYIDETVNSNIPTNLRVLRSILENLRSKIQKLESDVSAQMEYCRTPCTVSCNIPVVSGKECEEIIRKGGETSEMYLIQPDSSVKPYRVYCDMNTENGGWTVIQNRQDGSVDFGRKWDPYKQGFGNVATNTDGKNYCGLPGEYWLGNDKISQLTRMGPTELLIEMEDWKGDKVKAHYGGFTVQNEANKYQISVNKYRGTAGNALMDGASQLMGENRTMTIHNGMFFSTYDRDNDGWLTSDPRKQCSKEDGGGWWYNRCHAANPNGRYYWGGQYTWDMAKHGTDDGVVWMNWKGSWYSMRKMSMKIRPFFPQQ
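Test system: human clot-derived fibrin DD(E) complex / Quantity: 2 µM final DD(E) protein / Incubation: 10 min plus 3 h, room temperature / Measured by: fluorescence polarization / Benchmarks: high control of 10 µM Aha-Tn7 peptide / Replicates: singlicate testing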
PG9 Ab binder: PG9 antibody binding by small molecule | 360,000 tested, 0.43% active | TR-FRET gp120-PG9 antibody binding | inhibition, % at 6.7 µM; in the data active = inhibition above about 8.5%
* = called active by the depositor; / = not tested or not shown. Outcome played no part in choosing rows; 4.2% or so of the library scored in one or more.

SMILES	TDP2 inh	LEDGF integ inh	SIAE primary	ABHD4 inh	TCR-CD3 inh	UHRF1 binding	PRMT1 FP inh	HTRA1 inh	DDE Tn7 FP inh	PG9 Ab binder
O=C(CSc1nc2ccccc2[nH]1)c1ccccc1F	-8.2	-8.9	1.2	-3.1	-1.8	0.8	5.2	-8.5	4.7	-0.9
O=C(N1CCN(c2ncccn2)CC1)C12CC3CC(CC(C3)C1)C2	-2.1	0.1	-8.9	1.8	-8.8	1.9	3.3	-7.0	5.4	-0.8
COC(=O)CCN1CCC2CC1c1cc(Cl)ccc12 (centres undefined)	0.1	-1.1	0.6	0.6	1.6	0.1	-1.4	10.8	5.6	-0.2
CC(C)NC(=O)C1COc2ccccc2O1 (centres undefined)	3.3	4.6	8.6	-3.5	-3.9	20.3	1.1	-4.0	0.7	-0.6
COC(=O)c1cnc(SCc2ccc(Cl)cc2)n1C	3.8	3.8	8.2	1.5	-3.1	-1.4	-2.1	-1.0	-7.4	-3.9
C=CCNC(=S)NNC(=O)COc1c(Cl)cc(Cl)cc1Cl	-2.7	2.7	1.1	-4.9	0.7	-0.3	1.9	2.5	2.3	0.1
CN1CCN(Cc2nc3ccccc3c(=O)n2Cc2nc(-c3ccccc3F)cs2)CC1	-7.3	1.9	-1.6	0.0	-1.5	3.4	1.5	-10.4	-5.4	-0.7
Cc1nc(SCC(=O)N2CCCCCC2)[nH]c(=O)c1C	2.8	-1.0	-5.6	0.2	-0.1	2.5	-4.2	0.0	-10.7	0.4
COc1cccc(C(=O)Nc2cc(C)nn2-c2ccccc2)c1OC	-8.1	-3.6	2.8	6.5	1.4	4.1	5.9	4.6	-0.5	-0.3
CCCCCc1nnc(N)s1	-0.7	-0.7	-6.4	-0.9	0.9	2.6	2.8	-1.9	-0.2	-0.5
CCOC(=O)C1=C(CNCCc2ccc(Cl)cc2)NC(=O)NC1c1cccc([N+](=O)[O-])c1 (centres undefined)	-0.2	0.8	1.9	-8.0	-1.7	3.0	1.2	-25.0	5.8	0.0
COC(=O)CNC(=O)COC(=O)/C=C/c1ccc2ccccc2n1	1.4	-1.9	0.3	-3.5	0.5	-3.9	-2.7	-3.7	2.9	-0.7
CCCCC(c1nnnn1CC1CCCO1)N1CCN(c2cccc(C)c2C)CC1 (centres undefined)	-0.5	3.4	0.1	-3.2	-0.3	-2.0	-2.6	-10.9	0.0	-2.8
CCOC(=O)c1c(C)[nH]c(C)c1S(=O)(=O)NC(C)Cc1ccco1 (centres undefined)	1.4	-1.2	2.2	-1.7	-4.5	2.2	1.4	0.2	6.2	-1.1
CCN(CC)C(=O)/C=C/c1ccccc1	-10.2	0.8	1.4	-15.2	-0.9	6.3	5.6	2.7	-0.5	-0.9
CC(=O)c1cccc(Nc2nc3ccccc3n3cnnc23)c1	1.3	-0.2	-2.7	-6.0	-1.8	-4.5	2.4	-10.1	-1.4	-3.3
N#Cc1ccc(S(=O)(=O)N2CCN(C(=O)C3CC(=O)N(c4ccc5c(c4)OCCO5)C3)CC2)cc1 (centres undefined)	5.2	-5.7	4.7	-5.6	0.1	13.7	1.3	-0.8	-2.6	-1.2
CCc1nc(SCC(=O)Nc2ccccc2Cl)n[nH]1	-5.8	-8.1	2.0	-7.2	-1.8	1.9	9.0	-5.0	4.9	0.4
C=CCn1c(C(C)NC(=O)c2ccccc2C)n[nH]c1=S (centres undefined)	0.8	2.4	-8.7	-2.0	5.5	-2.4	-4.1	10.1	5.5	-1.6
CCn1cc(C(=O)NC(=S)Nc2sc3c(c2C(=O)OC)CCCCCC3)cn1	-10.8	1.6	-4.8	4.2	1.5	2.6	1.6	1.2	-0.1	-0.5
O=C(c1cccc([N+](=O)[O-])c1)N1CCN(C(=O)c2ccco2)CC1	7.8	-1.3	-0.6	3.6	-4.0	1.1	-0.5	9.3	-9.2	-0.8
COc1ccc(/C=N/NC(=O)c2ccc(-n3cnnn3)cc2)cc1	4.0	-5.1	8.5	7.9	0.8	-5.0	1.1	-7.0	4.4	-1.0
Cc1nn(CC(=O)N(C)C)c(=O)c2ccccc12	4.3	-0.6	3.0	0.6	8.6	-0.7	-1.3	0.1	-8.1	-0.3
C/C(=N\OCC(=O)OC(C)C(=O)Nc1ccc(C(N)=O)cc1)c1ccc2c(c1)OCO2 (centres undefined)	-7.7	-7.5	2.1	-2.6	1.8	3.4	4.6	2.5	-3.0	0.3
Cc1ccccc1S(=O)(=O)N1CCN(c2ccc3c(c2)C2CC3CCN2C(=O)OCc2ccccc2)CC1 (centres undefined)	6.0	-0.8	0.1	1.6	-5.9	4.8	2.4	/	-4.1	0.2
Cc1c(NC(=O)Nc2ccc(Cl)cc2Cl)c(=O)n(-c2ccccc2)n1C	7.5	0.5	2.5	-5.8	3.8	-0.3	-4.6	3.5	-11.9	-0.7
COc1ccc(CNC(=O)CCCn2nc(C)n3c(cc4sccc43)c2=O)cc1	-4.1	-1.1	3.7	4.2	8.0	0.6	-0.7	-22.1	-1.2	0.4
CCOC(=O)C1CCCN(C(=S)NC2CCCC2)C1 (centres undefined)	-12.5	-1.5	-2.7	-0.3	2.1	3.8	-0.7	3.5	-0.1	0.0
CCc1cc2c(=O)n(Cc3ccco3)c(SCc3c(C)noc3C)nc2s1	-0.4	5.5	6.6	-5.1	-5.7	2.1	52.7*	-36.9	-7.3	3.1
CN(Cc1ccon1)Cc1cn[nH]c1-c1ccc(-c2ccccc2)cc1	3.3	0.3	-12.5	-5.4	-3.7	1.7	1.3	-16.8	-0.6	-0.8
COc1ccc(N(CC(=O)NCCc2ccccc2)C(=O)CCC(=O)Nc2nccs2)cc1	8.8	-4.3	2.5	10.0	-6.6	1.5	5.5	-9.4	1.2	-0.6
CCOc1ccc(CC(=O)N2CCN=C2SCc2ccc([N+](=O)[O-])cc2)cc1	2.1	-0.5	7.0	-0.4	7.1	-5.1	-2.5	0.3	0.2	0.8
COc1ccccc1OCC(=O)Nc1c2c(nn1-c1ccc(F)cc1)CS(=O)(=O)C2	-3.3	-2.1	-2.7	-2.7	-5.0	-4.5	-2.4	-2.1	6.3	-1.0
COc1ccc(N(CC(=O)Nc2ccc3c(c2)OCO3)S(=O)(=O)c2ccc(C)cc2)cc1OC	-6.4	-1.4	-0.7	-4.3	0.9	-0.1	1.5	-7.5	7.2	0.8
COc1ccccc1NC(=O)c1cc(C(=O)Nc2ccccc2OC)cc([N+](=O)[O-])c1	9.9	3.4	5.5	3.5	7.6	-1.8	-5.7	1.6	0.9	-1.6
Cc1ccc(CN2CCN(CC(=O)O)C2=O)cc1	-1.6	0.6	-5.9	1.7	4.6	2.5	0.3	7.9	-3.5	-3.1
COc1cccc(CNC(=O)[C@H]2CCCN2C(=O)[C@H]2CCCN2C(=O)c2ccc(F)cc2)c1	1.7	2.0	3.9	0.7	5.8	8.8	-3.9	/	-5.5	-1.7
CC(CCc1ccccc1)NC(=O)Cn1cccc1C(=O)c1ccccc1 (centres undefined)	2.2	-1.3	-4.5	3.9	7.0	0.0	-4.4	-9.0	7.0	-0.9
CN(C(=O)COc1cccc(Br)c1)C1CCS(=O)(=O)C1 (centres undefined)	11.2	1.4	4.3	4.7	2.1	17.9	0.1	4.9	8.0	-0.1
COc1ccc(Cl)cc1CSc1ncn[nH]1	-5.3	-1.1	-2.8	-0.6	2.5	7.0	-4.1	6.5	2.5	-2.1
CS(=O)(=O)Nc1cccc(C2=NN(C(=O)c3cccc([N+](=O)[O-])c3)C(c3cccs3)C2)c1 (centres undefined)	-6.8	4.6	0.1	-11.2	-3.7	3.4	-1.5	-17.0	-4.3	-0.3
CCOC(=O)c1cnc(SCC(=O)c2ccc(Cl)cc2)nc1N	6.2	0.3	-4.6	0.7	8.2	-0.9	0.6	-22.4	-1.7	-0.1
CCOC(=O)[C@]12CCCC=C1N(Cc1ccco1)C(=O)[C@H](CC(=O)NCCCOC)C2	6.0	-5.3	0.0	4.0	-1.9	1.8	4.9	/	-1.7	-0.5
COc1cccc(/C=N/Nc2ccc(Cl)nn2)c1	-23.0	3.6	-4.0	0.1	3.0	-0.7	0.9	-1.9	-4.1	-0.7
CCc1cc2c(=O)c(-c3nc4ccccc4n3C)c(C)oc2c(CN2CCOCC2)c1O	-20.0	2.3	-3.3	-9.3	-1.8	8.6	-3.8	2.6	-3.9	0.1
Cn1c(N2CCOCC2)cc(=O)n(C)c1=O	9.2	1.4	2.7	-2.0	0.5	0.1	0.5	-0.8	2.8	0.6
O=C(C[C@H]1CC[C@H](NC(=O)Nc2ccccc2F)[C@@H](CO)O1)NCc1ccc(-c2ccccc2)cc1	7.1	-1.1	-7.9	0.6	1.0	-2.0	-0.2	/	-1.0	-0.3
Cc1ccc(CNC(=O)c2cccc3c2C(=O)c2ccc(N4CCC(C)CC4)cc2S3(=O)=O)cc1	1.1	1.1	1.0	-1.8	2.1	2.6	0.8	-10.4	-1.5	-2.3
